Screening data (PubChem)
HepG2 viability = HepG2 cytotoxicity, counter-screen for TGF-b inhibitors; Potency, µM (highest dose often 46.1 µM), for inactives: top-dose activity change, negative = cytotoxicity, usual class: cytotoxic; HepG2 CAGA-GFP viability, ATP luminescence, 18 h; AID 588856; 410,000 tested, 0.76% active; further: potency means the concentration at half of the fitted maximal effect; some results filed as inactive show a strong effect at the top dose
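CellTiter-Glo luminescence gave cytotoxicity after 18 hours at 37 degrees C. The cells were HepG2 CAGA-GFP in 1% FBS DMEM, stimulated with 500 pg/mL TGF-beta after compound addition. %Activity was normalised to no-cell wells (complete cell-killing) and DMSO (no toxicity), and curves were fitted and classified.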
A549 viability = kills or reduces viability of A549 cells in Nrf2 counter-screen | Potency, µM (highest dose often 46 µM), for the others: at the top dose activity change, negative = cytotoxicity, most hits filed as inhibitors | A549 ARE-Fluc cells, CellTiter-Fluor viability, 18-24 h | 390,000 tested, 0.16% active; further: potency means the concentration at half of the fitted maximal effect; on the % scale 0 is the no-effect control and ±100 the full control effect
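A549 ARE-Fluc cells in 5% FBS OPTI-MEM, 5000 cells/well, rested 2 h then exposed to compounds in concentration-response for 18-24 h at 37 °C. Viability by CellTiter-Fluor fluorescence (Ex 405/Em 525) after 30 min; luciferase luminescence (BugLite, 15 min, RT) read afterwards.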
MmCpn inh = M. maripaludis TRiC chaperonin inhibition; purified Mm-Cpn ATPase, ADP Transcreener TR-FRET; Potency, µM (doses to about 76.9 µM), without a hit: at the top dose activity, negative = inhibition, actives largely listed as inhibitors; 330,000 tested, 0.031% active; AID 504842; further: potency means the concentration at half of the fitted maximal effect; on the % scale 0 is the no-effect control and ±100 the full control effect; nearly all actives have a fitted effect of over 80% in size
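TR-FRET (320 nm excitation; 590 and 665 nm emission) reports ADP made from 10 uM ATP by 25 nM enzyme; compounds were preincubated 10 min, reaction run 30 min, both at 37°C.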
CCT modulator = changes cytosolic chaperonin activity; activity change, % (no concentration beside the values), hits read low; AID 651819; purified chaperonin ATPase assay, HTRF ADP detection, 30 min; 360,000 tested, 0.3% active; in the data active means activity change below about -30%; further: on the % scale 0 is the no-effect control and ±100 the full control effect
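TRiC (40 or 20 nM final, by batch activity) in 30 mM Tris pH 7.4, 100 mM KCl, 5 mM MgCl2, 1 mM DTT was treated with compound at 76 uM single dose, then 10 uM ATP, 30 min at 37 °C. ADP was read by HTRF Transcreener.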
Abeta rescue = A-beta toxicity reversal in yeast. yeast expressing A-beta42, growth rescue, OD600, 48 h; response scale: 0% DMSO, 100% iron-clioquinol control. 410,000 tested, 0.063% active. Potency, µM (highest dose often 46.1 µM), inactives show at the highest dose growth rescue, most hits filed as activators; further: potency means the concentration at half of the fitted maximal effect; nearly all actives have a fitted effect of over 55% in size
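Growth rescue measured by 600 nm absorbance after 48 h yeast culture at 30 C with compound. Values normalized between DMSO and an equimolar ferric chloride plus clioquinol control.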
TGFb SMAD3 inh = inhibitors of TGF-b signaling; 410,000 tested, 1.2% active; HepG2 CAGA-GFP TGF-b/SMAD3 reporter, GFP fluorescence, 18 h; TGF-beta stimulated, 500 pg/mL final; Potency, µM (top dose mostly 46.1 µM), inactives show at the highest dose activity, negative = inhibition, most hits filed as inhibitors; further: potency means the concentration at half of the fitted maximal effect; on the % scale 0 is the no-effect control and ±100 the full control effect; nearly all actives have a fitted effect of over 65% in size
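TGF-beta reporter screen: HEPG2 CAGA-GFP, 1% FBS, 500 pg/mL TGF-beta final, 18 h; per-cell GFP summed per well; curves fitted and categorized by class.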
Nrf2 ARE act = activates Nrf2 signaling. Potency, µM (doses to about 46.1 µM), inactives show at the top dose activation, usual class: activators. AREc32 ARE-luciferase reporter (MCF7-derived line), luminescence, 24 h. 410,000 tested, 0.31% active; further: potency means the concentration at half of the fitted maximal effect; % of control where 0% means no effect; nearly all actives have a fitted effect of over 65% in size
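Quantitative high-throughput format: AREc32 reporter cells, 1000 per well, received compound by pin transfer and were incubated 24 hr at 37 deg C, 5% CO2, before Steady-Glo luminescence detection.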
Nrf2 inh = blocks Nrf2 signaling; A549 ARE-Fluc reporter, luciferase luminescence, 18-24 h; 360,000 tested, 2.1% active; AID 504444; Potency, µM (doses to about 46 µM), without a hit: at the highest dose activity change, negative = inhibition, usual class: inhibitors; further: potency means the concentration at half of the fitted maximal effect; on the % scale 0 is the no-effect control and ±100 the full control effect; nearly all actives have a fitted effect of over 60% in size
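Quantitative HTS in A549 cells stably bearing an antioxidant response element-firefly luciferase construct. Inhibition of Nrf2-driven transcription was scored by luminescence after 18-24 h of compound exposure at 37 °C.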
Akt phos inh = blocks phosphorylation of Akt. 360,000 tested, 0.32% active. Neuro2A IGF-stimulated pAkt S473 HTRF, 20 min; hits give low values. activity change, % for hits at 50 µM. AID 651550; in the data active means activity change below about -80%; inconclusive means mostly about -51% to -80%; further: on the % scale 0 is the no-effect control and ±100 the full control effect
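Single-point screen (50 µM final compound) in Neuro2A cells stimulated 20 min with 6 nM IGF at 37 deg C. After lysis, Ser473-phosphorylated Akt read by HTRF (ex 330 nm, em 615/665 nm) as the 665/615 ratio.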
* = called active by the depositor; [ ] = remark or other dose. Unless noted, the call rests on the fitted dose curve; in most records, active means well fitted curve in the direction sought with a large enough effect; inconclusive means small, poorly fitted or top-dose-only effect, or another doubt; inactive means no such curve, though single readings can be large; an effect the other way counts as inactive or inconclusive. No enrichment for hits. About 4.3% of those tested had a hit in this group.

What do the screens show for `COc1ccc(N2C(=O)CC(N(CCc3ccccc3)C(=O)/C=C/C(=O)O)C2=O)cc1` (stereo not given)?
HepG2 viability: -14%; A549 viability: 0%; MmCpn inh: 1%; CCT modulator: 0.7; Abeta rescue: 10%; TGFb SMAD3 inh: 1%; Nrf2 ARE act: 0.5%; Nrf2 inh: 17%; Akt phos inh: inactive

How did CC(=O)N(Cc1cc(=O)[nH]c2ccccc12)c1ccc(C)cc1 do in these assays?
HepG2 viability: -7%; A549 viability: -6%; MmCpn inh: 1%; CCT modulator: -0.4; Abeta rescue: -1%; TGFb SMAD3 inh: 7%; Nrf2 ARE act: -0.6%; Nrf2 inh: -3%; Akt phos inh: inactive

Results for CCN(CC)S(=O)(=O)c1ccc(O)c(C(=O)OCC(=O)Nc2ccc(OC(F)(F)F)cc2)c1 ?
HepG2 viability: -7%; A549 viability: 2%; MmCpn inh: -2%; CCT modulator: 0.1; Abeta rescue: 0%; TGFb SMAD3 inh: 0%; Nrf2 ARE act: 0.0%; Nrf2 inh: -6%; Akt phos inh: inactive

What do the screens show for `CCC(=O)NC1=C(Cl)C(=O)C(NC(=O)CC)=C(Cl)C1=O`?
HepG2 viability: -142%; A549 viability: inconclusive; MmCpn inh: -6%; CCT modulator: -1.2; Abeta rescue: -23%; TGFb SMAD3 inh: inconclusive; Nrf2 ARE act: 4.8%; Nrf2 inh: -15%; Akt phos inh: inactive

What do the screens show for `COC(/C=C/Nc1ccc(Br)cc1)=C(C#N)C#N`?
HepG2 viability: -3%; A549 viability: 3%; MmCpn inh: -4%; CCT modulator: 0.6; Abeta rescue: -9%; TGFb SMAD3 inh: 5%; Nrf2 ARE act: 6.5%; Nrf2 inh: 10%; Akt phos inh: inactive

Results for COc1ccc(C2=NN(C(C)=O)C(c3cccs3)C2)cc1OC (stereo not given) ?
HepG2 viability: -3%; A549 viability: 2%; MmCpn inh: 1%; CCT modulator: -2.1; Abeta rescue: 1%; TGFb SMAD3 inh: 2%; Nrf2 ARE act: 3.5%; Nrf2 inh: 29%; Akt phos inh: inactive

What do the screens show for `Cc1cccn2cc(CCNS(=O)(=O)c3cccc([N+](=O)[O-])c3)nc12`?
HepG2 viability: -12%; A549 viability: 1%; MmCpn inh: 1%; CCT modulator: -0.4; Abeta rescue: 0%; TGFb SMAD3 inh: -8%; Nrf2 ARE act: 0.3%; Nrf2 inh: -16%; Akt phos inh: inactive

What do the screens show for `Cc1ccccc1-n1c(C)nnc1SCC(=O)NNC(=O)c1ccccc1`?
HepG2 viability: 29%; A549 viability: 2%; MmCpn inh: 1%; CCT modulator: -1.8; Abeta rescue: -16%; TGFb SMAD3 inh: -14%; Nrf2 ARE act: -0.1%; Nrf2 inh: -10%; Akt phos inh: inactive

How did CCn1c(SCC(=O)O)nnc1-c1ccccc1 do in these assays?
HepG2 viability: -6%; A549 viability: -22%; MmCpn inh: 1%; CCT modulator: -2.6; Abeta rescue: -2%; TGFb SMAD3 inh: 2%; Nrf2 ARE act: 0.0%; Nrf2 inh: 1%; Akt phos inh: inactive

What do the screens show for `O=C(Cc1c(F)cccc1Cl)Nc1cccc(S(=O)(=O)NC2=NCCCCC2)c1`?
HepG2 viability: -2%; A549 viability: 15%; MmCpn inh: 1%; CCT modulator: 2.3; Abeta rescue: 12%; TGFb SMAD3 inh: -17%; Nrf2 ARE act: -0.2%; Nrf2 inh: 10%; Akt phos inh: inactive

Overlap with the part before: 2 entries; new compounds follow.
How did CCn1c(SCC(=O)O)nnc1-c1ccccc1 do in these assays?
HepG2 viability: -6%; A549 viability: -22%; MmCpn inh: 1%; CCT modulator: -2.6; Abeta rescue: -2%; TGFb SMAD3 inh: 2%; Nrf2 ARE act: 0.0%; Nrf2 inh: 1%; Akt phos inh: inactive

What do the screens show for `O=C(Cc1c(F)cccc1Cl)Nc1cccc(S(=O)(=O)NC2=NCCCCC2)c1`?
HepG2 viability: -2%; A549 viability: 15%; MmCpn inh: 1%; CCT modulator: 2.3; Abeta rescue: 12%; TGFb SMAD3 inh: -17%; Nrf2 ARE act: -0.2%; Nrf2 inh: 10%; Akt phos inh: inactive

How did O=C(c1ccc(CS(=O)c2ccccc2Cl)o1)N1CCN(C2CCCCC2)CC1 (stereo not given) do in these assays?
HepG2 viability: -2%; CCT modulator: 2.7; Abeta rescue: -5%; TGFb SMAD3 inh: 9%; Nrf2 ARE act: -2.6%; Akt phos inh: inactive

Results for Cc1nn(-c2ccccc2)c(Cl)c1/C=N/NC(=O)c1ccn[nH]1 ?
HepG2 viability: -16%; A549 viability: -4%; MmCpn inh: inconclusive; CCT modulator: -5.3; Abeta rescue: -23%; TGFb SMAD3 inh: -8%; Nrf2 ARE act: 1.4%; Nrf2 inh: inconclusive

How did CC1CCC(NC(=O)c2ccc(CSc3nc4ccncc4n3Cc3ccc(F)cc3)cc2)CC1 (stereo not given) do in these assays?
HepG2 viability: -30%; A549 viability: -19%; Abeta rescue: 5%; TGFb SMAD3 inh: 3.5µM*; Nrf2 ARE act: 0.6%; Nrf2 inh: inconclusive

Results for NC(=O)CSc1nnc(-c2ccc(S(=O)(=O)N3CCCCC3)cc2)n1-c1ccccc1 ?
HepG2 viability: -2%; A549 viability: 0%; MmCpn inh: inconclusive; CCT modulator: 0.3; Abeta rescue: 0%; TGFb SMAD3 inh: -3%; Nrf2 ARE act: -0.5%; Nrf2 inh: 11%; Akt phos inh: inactive

How did CC(C)(C)NC(=O)C(c1ccncc1)N(Cc1ccc(F)cc1)C(=O)c1ccc(-c2ccccc2)[nH]1 (stereo not given) do in these assays?
HepG2 viability: -7%; A549 viability: -15%; MmCpn inh: -12%; CCT modulator: -2.7; Abeta rescue: 19%; TGFb SMAD3 inh: inconclusive; Nrf2 ARE act: inconclusive; Nrf2 inh: inconclusive; Akt phos inh: inactive

Results for CCOc1cc(C(=O)NCC(C)(C)CNC(=O)c2cc(OCC)c(OCC)c(OCC)c2)cc(OCC)c1OCC ?
HepG2 viability: -24%; A549 viability: -8%; CCT modulator: 0.7; Abeta rescue: -1%; TGFb SMAD3 inh: inconclusive; Nrf2 ARE act: 7.9%; Nrf2 inh: inconclusive; Akt phos inh: inactive

What do the screens show for `C/C(=N\N(Cc1ccccc1)c1ccccc1)c1ccncc1`?
HepG2 viability: -2%; A549 viability: -9%; MmCpn inh: 1%; CCT modulator: -2.9; Abeta rescue: -2%; TGFb SMAD3 inh: 1%; Nrf2 ARE act: 2.4%; Nrf2 inh: 15%; Akt phos inh: inactive

What do the screens show for `CCOc1ccc2[nH]c(=O)c(CN(CCO)C(=O)c3ccc(F)cc3)cc2c1`?
HepG2 viability: -20%; A549 viability: -3%; MmCpn inh: 2%; CCT modulator: -1.8; Abeta rescue: -1%; TGFb SMAD3 inh: 13%; Nrf2 ARE act: 0.5%; Nrf2 inh: 6%; Akt phos inh: inactive

What do the screens show for `CCN(CC(=O)Nc1c(C(=O)OC)[nH]c2ccc(Cl)cc12)c1ccc2c(c1)OCO2`?
HepG2 viability: -1%; A549 viability: -20%; MmCpn inh: -7%; CCT modulator: -12; Abeta rescue: 3%; TGFb SMAD3 inh: inconclusive; Nrf2 ARE act: 5.7%; Nrf2 inh: inconclusive

What do the screens show for `COc1ccc(Nc2cc(C(=O)NCCCN3CCOCC3)c3ccccc3n2)cc1`?
HepG2 viability: -1%; A549 viability: 1%; MmCpn inh: -6%; CCT modulator: 1.8; Abeta rescue: 7%; TGFb SMAD3 inh: 12%; Nrf2 ARE act: 0.1%; Nrf2 inh: 5%; Akt phos inh: inactive

Results for CCOC(=O)c1cc(OCC(=O)NC(C)C(C)C)cc(C(=O)OCC)c1 (stereo not given) ?
HepG2 viability: -2%; A549 viability: 6%; MmCpn inh: -1%; CCT modulator: 4.7; Abeta rescue: -7%[9.22 µM]; TGFb SMAD3 inh: -1%; Nrf2 ARE act: -0.5%; Akt phos inh: inactive

What do the screens show for `CCOc1cc(N2CCOCC2)c(OCC)cc1NC(=O)COC(=O)c1c(C)noc1C`?
HepG2 viability: -56%; CCT modulator: -0.3; Abeta rescue: -10%; TGFb SMAD3 inh: -16%; Nrf2 ARE act: -1.1%; Akt phos inh: inactive

How did COC(=O)c1ccccc1NC(=O)NCc1ccccc1 do in these assays?
HepG2 viability: -14%; A549 viability: 9%; MmCpn inh: 3%; CCT modulator: -0.5; Abeta rescue: 1%; TGFb SMAD3 inh: -15%; Nrf2 ARE act: 2.7%; Nrf2 inh: 10%; Akt phos inh: inactive

How did COc1ccc(S(=O)(=O)N2CCC(C(=O)NC3CCCCC3)CC2)cc1OC do in these assays?
HepG2 viability: -51%; A549 viability: -8%; MmCpn inh: -3%; CCT modulator: -0.1; Abeta rescue: 4%; TGFb SMAD3 inh: -10%; Nrf2 ARE act: -0.8%; Nrf2 inh: 14%; Akt phos inh: inactive

Structures from the list above with a COOH group:
What do the screens show for `COc1ccc(N2C(=O)CC(N(CCc3ccccc3)C(=O)/C=C/C(=O)O)C2=O)cc1` (stereo not given)?
HepG2 viability: -14%; A549 viability: 0%; MmCpn inh: 1%; CCT modulator: 0.7; Abeta rescue: 10%; TGFb SMAD3 inh: 1%; Nrf2 ARE act: 0.5%; Nrf2 inh: 17%; Akt phos inh: inactive

How did CCn1c(SCC(=O)O)nnc1-c1ccccc1 do in these assays?
HepG2 viability: -6%; A549 viability: -22%; MmCpn inh: 1%; CCT modulator: -2.6; Abeta rescue: -2%; TGFb SMAD3 inh: 2%; Nrf2 ARE act: 0.0%; Nrf2 inh: 1%; Akt phos inh: inactive
